N370S GC mod: inhibits or activates N370S mutant glucocerebrosidase. P04062. N370S GC spleen homogenate, 4MU-glucoside fluorescence. Potency, µM (titrated, usually from 59.4 µM), for inactives: at the top dose activity change, negative = inhibition, actives largely listed as inhibitors. 330,000 compounds, 0.092% hits;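 note: 0% = full enzyme activity and -100% = no enzyme basal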
FEN1 inhibitor: inhibitors of human flap endonuclease 1. P39748. Recombinant FEN1 flap cleavage, fluorescence, 15 min. Potency, µM (series often up to 114 µM), for inactives: top-dose activity change, negative = inhibition, actives largely listed as inhibitors. 390,000 compounds, 0.35% hits. AID 588795; note: nearly all actives have a fitted effect of over 65% in size
Target sequence (P39748 whole entry, looked up): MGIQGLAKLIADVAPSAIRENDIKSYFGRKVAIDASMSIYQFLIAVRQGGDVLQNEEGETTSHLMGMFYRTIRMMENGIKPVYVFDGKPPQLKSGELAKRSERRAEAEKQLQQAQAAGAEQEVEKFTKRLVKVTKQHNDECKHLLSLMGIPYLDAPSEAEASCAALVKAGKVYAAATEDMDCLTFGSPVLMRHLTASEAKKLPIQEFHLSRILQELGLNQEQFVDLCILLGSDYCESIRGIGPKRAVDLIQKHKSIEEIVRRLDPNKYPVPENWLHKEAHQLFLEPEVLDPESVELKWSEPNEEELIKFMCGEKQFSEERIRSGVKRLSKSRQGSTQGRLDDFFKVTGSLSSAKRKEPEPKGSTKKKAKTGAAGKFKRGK
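Compounds are tested as a concentration series against 10 nM FEN1; after a 15 min room-temperature preincubation, 50 nM substrate starts cleavage, with plate reads at 0 and 15 min. Normalized responses are fitted by a Hill equation.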
TDP1 block: blocks human tyrosyl-DNA phosphodiesterase 1; Potency, µM (series often up to 130 µM), for inactives: top-dose activity change, negative = inhibition, most hits filed as inhibitors; AID 485290; 350,000 compounds, 0.28% hits; recombinant TDP1, AlphaScreen DNA substrate cleavage; note: nearly all actives have a fitted effect of over 40% in size
Target sequence (Q9NUW8 whole entry, looked up): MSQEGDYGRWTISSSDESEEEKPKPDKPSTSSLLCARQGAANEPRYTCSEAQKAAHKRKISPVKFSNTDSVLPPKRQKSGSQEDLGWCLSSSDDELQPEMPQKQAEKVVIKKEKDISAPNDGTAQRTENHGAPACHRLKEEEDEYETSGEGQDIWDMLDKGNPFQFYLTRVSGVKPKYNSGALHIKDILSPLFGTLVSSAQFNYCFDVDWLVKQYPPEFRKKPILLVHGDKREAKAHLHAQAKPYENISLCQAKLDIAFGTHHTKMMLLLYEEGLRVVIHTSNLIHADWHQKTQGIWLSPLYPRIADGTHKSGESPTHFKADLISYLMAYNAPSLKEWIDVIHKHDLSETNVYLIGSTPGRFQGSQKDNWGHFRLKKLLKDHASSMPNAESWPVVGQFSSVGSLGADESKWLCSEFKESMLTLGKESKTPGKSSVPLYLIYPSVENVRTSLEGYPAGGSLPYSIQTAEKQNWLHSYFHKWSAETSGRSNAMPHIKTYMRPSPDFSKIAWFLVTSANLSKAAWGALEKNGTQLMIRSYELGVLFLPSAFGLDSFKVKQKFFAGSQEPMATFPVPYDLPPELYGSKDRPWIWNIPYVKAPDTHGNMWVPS
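Recombinant human Tdp1 (E. coli-expressed, 1 nM final) preincubated with compounds 15 min at room temperature, then 5'-biotin/3'-phosphotyrosine-FITC DNA substrate (15 nM final) added for 5 min. AlphaScreen beads (10 ug/ml final) added 10 min; cleavage lowers signal.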
An asterisk follows results filed as active; u = inconclusive; x = no result given; [ ] = remark or other dose. Calls come from the whole dose curve; as a rule, active = well fitted curve in the direction sought with a large enough effect; inconclusive = small, poorly fitted or top-dose-only effect, or another doubt; inactive = no such curve, though single readings can be large; an effect the other way counts as inactive or inconclusive. Unless noted, % is set by controls: 0 for no effect and ±100 for the full control effect; potency is the fitted concentration of half-maximal effect.

SMILES	N370S GC mod	FEN1 inhibitor	TDP1 block
O=C(Nc1cccc(S(=O)(=O)N2CCOCC2)c1)C1CCN(S(=O)(=O)c2ccccc2)CC1	x	-11%	1%
Cc1nn(-c2ccccc2)c(Cl)c1/C=C1\SC(=S)N(CCCCCC(=O)O)C1=O	-6%	-15%	10%
COCCNC(=O)C(C)N(c1ccc(OC)cc1)S(C)(=O)=O (stereo not given)	-14%	-4%	0%
COc1ccc(C/C(C)=N/NC(=S)Nc2ccccc2)cc1	-3%	14%	5%
O=C1C2C(C(=O)N1c1ccc3c(c1)OCO3)C1C=CC2C12CC2 (stereo not given)	-3%	-2%	7%
CCCCC#Cc1nc(N)c2ncn([C@@H]3O[C@H](C(=O)NCC)[C@@H](O)[C@H]3O)c2n1	-2%	x	-11%[56.1 µM]
Clc1ccc(-c2cc(C3CCNCC3)[nH]n2)cc1	-4%	0%	1%
Cc1cccc(C)c1NC(=O)CN(C)C(=O)c1cc(S(=O)(=O)N2CCOCC2)ccc1N1CCCC1	1%	-1%	-5%
Cn1cccc1CNC(=S)Nc1ccccc1Cl	-5%	4%	3%
CCCn1c(SCC(=O)Nc2nnc(C)s2)nnc1C1CC1	-11%	-19%	6%
COc1cccc(OC)c1C(=O)Nc1c(C(=O)N2CCN(C)CC2)oc2ccccc12	-3%	-2%	0%
COc1ccc(C2CC(c3cccs3)=NN2C(=O)c2ccco2)cc1OC (stereo not given)	u	-10%	4%
COc1cc2cc(C(=O)O)[nH]c2c(OC)c1OC	-5%	-4%	6%
NC(C(=O)O)c1ccc(P(=O)(O)O)cc1 (stereo not given)	0%	x	-6%
Cc1ccsc1CN(C(=O)COc1ccccc1Cl)C1CCS(=O)(=O)C1 (stereo not given)	x	-6%	6%
Cc1ccc(-c2nc(C=Nc3ccccc3)c(O)o2)cc1	11%	1%	0%
Cc1ccc(-c2nnc(Nc3ccc(Cl)c(Cl)c3)c3ccccc23)cc1S(=O)(=O)NCCO	x	-4%	1%[12.3 µM]
CCC(=O)N1CCc2cc(CNC(=O)C(CC)c3ccccc3)ccc21 (stereo not given)	x	-1%	7%
CCCNC(=O)Nc1nc(CC(=O)OCC)cs1	-14%	19%	5%
Cc1ccc(-n2ncc(C(=O)Nc3ccc4c(c3)OCO4)c2C2CCN(C(=O)OC(C)(C)C)CC2)cc1	x	-1%	10%
CCC(=O)c1cn(/C(=C\C(=O)OC(C)(C)C)CCC(OC)OC)cc1CC	0%	-1%	-4%
O=C(Cc1ccccc1)Nc1sc2c(c1C(=O)Nc1ccc(Br)cc1)CCCC2	x	-2%	5%[12.3 µM]
COc1ccc(CNC(=O)c2coc(=O)c3ccccc23)c(OC)c1	4%	-7%	6%
Cc1csc(NC(=O)CSc2nnc(C)n2Cc2ccco2)n1	4%	-5%	0%
O=C(Nc1ccccc1)C1=C[C@@H](c2coc3ccccc3c2=O)C[C@@H](OCc2ccc(CO)cc2)O1	11%	-22%	4%
COc1cccc(/C=N/Nc2ccccc2C(=O)O)c1O	-8%	-16%	x
CCN1CCN(CC(=O)c2cc(OC)c(OC)c(OC)c2)CC1	7%	0%	-2%
Cc1ccc(C2=NCCn3nc4cc([N+](=O)[O-])ccc4c32)cc1	-23%	-5%	9%
O=C(O)CC/C(=C\c1ccc(Cl)c([N+](=O)[O-])c1)c1nc2ccccc2s1	9%	-8%	-3%
COc1cccc(CNC(=O)CCc2c(C)c3cc4c(C)c(C)oc4cc3oc2=O)c1	x	-8%	-2%
CCCNc1nc(OCC(F)(F)F)nc(OCC(F)(F)F)n1	1%	-3%	5%
Nc1ccc2c(c1)C(=O)Cc1ccccc1S2	10%	-1%	-13%
O=C(O)COn1c(-c2ccc(Cl)cc2)nc2ccc(Cl)cc21	-12%	-7%	2%
O=C(c1cccc(C(F)(F)F)c1)C1CCCN(Cc2cccn2-c2ccccn2)C1 (stereo not given)	-18%	-15%	10%
CCOC(=O)c1c(C)[nH]c(C(=O)OCC(=O)N(C)CC(=O)Nc2ccccc2Cl)c1C	-4%	11%	1%
Oc1ccccc1Oc1ncc(Br)c(Cl)n1	-23%	-18%	x
CN(C)N1C(N)=C(C#N)C(c2cccc3ccccc23)C2=C1CC(c1ccccc1)CC2=O (stereo not given)	8%	-3%	0%
CCN(CC(=O)Nc1ccc(OC)cc1)C(=O)Cc1ccc(OC)c(S(=O)(=O)N2CCOCC2)c1	x	0%	2%
COc1ccc(CNc2nc(-c3cccnc3)nn2C(=O)CC(C)C)cc1	u	8%	7%
COC(=O)N1C(=O)[C@](c2ccsc2)(C(C)C)N1C(=O)OC	8%	4%	x
COc1ccc2c(c1OC)C(=O)OC2Nn1cncn1 (stereo not given)	-2%	2%	5%
Cc1cc([N+](=O)[O-])ccc1NC(=O)CN1C2CCC1CC(NC(=O)NC13CC4CC(CC(C4)C1)C3)C2 (stereo not given)	-4%	-15%	-1%
Cc1ccccc1C(=O)N1CCC(C(=O)Nc2ccc3c(c2)OCO3)CC1	6%	-7%	1%
CSCCC(NS(=O)(=O)c1ccc(C)cc1)C(=O)N1CCN(C(C)=O)CC1 (stereo not given)	-1%	2%	x
c1ccc2sc(NCC3CCCO3)nc2c1 (stereo not given)	7%	-3%	-2%
CCCC(C(=O)NCCC(C)C)N(Cc1ccccc1)C(=O)c1snc(C(N)=O)c1N (stereo not given)	-2%	-4%	x
CCOC(=O)c1cc(-c2ccc(C)cc2)n(CCCC(=O)Nc2cc(C)ccc2C)c1	x	-12%	0%
CC(=O)Nc1ccc(NC(=O)c2cccc(-c3cc4ccccc4oc3=O)c2)cc1	-7%	0%	-1%
CCOC(=O)CN1C(=O)C(O)=C(C(C)=O)C1c1ccc([N+](=O)[O-])cc1 (stereo not given)	5%	13%	0%
O=C1S/C(=C/c2ccc(N3CCOCC3)o2)C(=O)N1Cc1c(F)cccc1Cl	-3%	9%	7%

7 entries from above, with bars between the fields:
structure | N370S GC mod | FEN1 inhibitor | TDP1 block
CSCCC(NS(=O)(=O)c1ccc(C)cc1)C(=O)N1CCN(C(C)=O)CC1 (stereo not given) | -1% | 2% | x
c1ccc2sc(NCC3CCCO3)nc2c1 (stereo not given) | 7% | -3% | -2%
CCCC(C(=O)NCCC(C)C)N(Cc1ccccc1)C(=O)c1snc(C(N)=O)c1N (stereo not given) | -2% | -4% | x
CCOC(=O)c1cc(-c2ccc(C)cc2)n(CCCC(=O)Nc2cc(C)ccc2C)c1 | x | -12% | 0%
CC(=O)Nc1ccc(NC(=O)c2cccc(-c3cc4ccccc4oc3=O)c2)cc1 | -7% | 0% | -1%
CCOC(=O)CN1C(=O)C(O)=C(C(C)=O)C1c1ccc([N+](=O)[O-])cc1 (stereo not given) | 5% | 13% | 0%
O=C1S/C(=C/c2ccc(N3CCOCC3)o2)C(=O)N1Cc1c(F)cccc1Cl | -3% | 9% | 7%

The list continues.
SMILES	N370S GC mod	FEN1 inhibitor	TDP1 block
O=C(CCc1nc2ccccc2c(=O)[nH]1)NNC(=O)c1ccccc1Cl	-11%	-3%	-17%[0.505 µM]
Cc1cc(NC(=O)c2ccc(F)cc2)n(C)n1	-8%	-6%	x
NC1=NC[C@H](c2ccccc2)N1CCc1cccc(F)c1	-16%	13%	5%
COc1cccc(C2C=C(c3ccc(OC)cc3OC)Nc3nnnn32)c1 (stereo not given)	1%	7%	0%
CCOc1ccc(-c2nnn(CC(=O)NCc3ccco3)n2)cc1	6%[2.35 µM]	5%	6%
COc1ccc(-n2cnc3c(sc4nccc(N(C)C)c43)c2=O)cc1	10%	-23%	-8%
COc1cc(NC(=S)NCCCN2CCOCC2)cc(OC)c1	4%	-2%	3%
Fc1ccc(-c2ccnc(=S)[nH]2)cc1	3%	-6%	4%
Cc1noc(C)c1-c1ccc2ncnc(NCc3cc(F)cc(F)c3)c2c1	-10%	x	4%
C=CCc1cccc2cc(-c3nc4ccc(C)cc4[nH]3)c(=O)oc12	x	u	0%
Cc1ccc(-n2nc(CO)c(C(=O)NC(C)CCCc3ccccc3)n2)cc1 (stereo not given)	x	14%	0%
COC(=O)Cn1c(Cc2ccccc2)nc2ccccc21	-13%	2%	x
CC1CC(OCC(O)CN2CCCCC2C)CC(C)(C)C1 (stereo not given)	-9%	1%	x
COc1ccc(C(=O)Nc2c3c(nn2-c2cccc(Cl)c2)CS(=O)C3)cc1 (stereo not given)	6%	5%	4%
Cc1ccc(C)c(N2CCN(S(=O)(=O)c3c(C(=O)N4CCCCC4)c(C)n(C)c3C)CC2)c1	3%	-15%	8%
Cc1cc(=O)n2nc(N3CCCC(C(=O)NCc4ccccc4C)C3)sc2n1 (stereo not given)	0%	0%	x
CC1CC(C)CN(S(=O)(=O)c2ccc(C(=O)N(C)Cc3ccccc3)cc2)C1 (stereo not given)	x	-23%	0%
CCC1CCCCN1C(=O)CSc1nc2c(c(=O)n(C)c(=O)n2C)n1C (stereo not given)	19%	-17%	1%
CCOC(=O)c1ccc(NC(=O)CC2Nc3cccc4cccc(c34)NC2=O)cc1 (stereo not given)	x	u	8%
CCc1cc2c(cc3c(=O)n(CC(=O)N4CCN(C)CC4)ncn32)s1	-15%	-11%	1%

As a working copy, two of the compounds above.
SMILES	N370S GC mod	FEN1 inhibitor	TDP1 block
CCOC(=O)c1ccc(NC(=O)CC2Nc3cccc4cccc(c34)NC2=O)cc1 (stereo not given)	x	u	8%
CCc1cc2c(cc3c(=O)n(CC(=O)N4CCN(C)CC4)ncn32)s1	-15%	-11%	1%

Next part.
SMILES	N370S GC mod	FEN1 inhibitor	TDP1 block
COc1ccc(NS(=O)(=O)c2csc(C(=O)N3CCCC3)c2)c(OC)c1	11%	-9%	1%
CCOc1ccc(S(=O)(=O)N2CCCCC2)cc1NC(=O)Cc1ccsc1	x	17%	1%
COc1ccc(/C=C2\SC(=O)N(CC(=O)Nc3ccc(F)cc3)C2=O)cc1O	0%	2%	3%
COc1ccc(NC(=O)COc2ccc(C(=O)OCC(=O)N(C(C)C)C(C)C)cc2OC)cc1	4%	-2%	3%
O=C(Nc1ccccc1)c1nc[nH]c1C(=O)NCCCCNC(=O)c1[nH]cnc1C(=O)Nc1ccccc1	x	-3%	2%
C[C@H]1CN([C@@H](C)CO)C(=O)Cc2cc(NC(=O)CCC(F)(F)F)ccc2O[C@H]1CN(C)S(=O)(=O)c1ccc(F)cc1	x	4%	1%
Cc1ccc(C(=O)Nc2ccc3c(c2)C(=O)N(CC2CCCO2)C3=O)cc1 (stereo not given)	0%	3%	5%
COc1cc(OC)cc(C(=O)NCC2CCCN(Cc3ccc(SC)cc3)C2)c1 (stereo not given)	-10%	-8%	x
CC(C)CCNC(=O)CN(C(=O)Cn1nnc(-c2ccccc2F)n1)c1cccc2c1CCCC2	27%	-7%	4%
N#Cc1c(Oc2ccc3ccccc3c2)sc(C(=O)c2ccccc2)c1N	16%	8%	1%
CCOC(=O)c1c(S(=O)(=O)NCC(=O)Nc2cccc(C)c2C)c(C)n(C)c1C	0%	8%	7%
O=C(NNc1ncnc2c1cnn2-c1ccccc1)c1ccccc1	x	3%	14%
Cc1cccc(NC(=O)COC(=O)c2cc3ccccc3oc2=O)c1	-2%	-8%	2%
CCOc1ccc(NC(=O)C2CCC(C)(C(=O)O)C2(C)C)cc1 (stereo not given)	-20%	-8%	4%
Cc1onc(-c2c(Cl)cccc2Cl)c1/C(N)=N/OC(=O)C1CC1	6%	-2%	8%
Cc1nc(N)sc1-c1csc(Nc2ncccn2)n1	-1%	u	89µM*
FC(F)(F)c1cc(C(F)(F)F)c2ccc(N/N=C/c3cccc(Cl)c3)nc2n1	-3%	x	-8%
Cc1c(C#N)c2ccccc2n1CC(=O)NCc1ccccc1	2%	-17%	3%
O=c1oc2cc(OCc3ccc(F)cc3F)ccc2cc1-c1ccccn1	8%	5%	-3%
Cc1cc(C)cc(C(=O)Nc2ccncc2)c1	u	17%	2%
Cc1cc(CN(C)Cc2c(C(=O)N3CCCCCCC3)nc3ccc(Cl)cn23)n[nH]1	-10%	-11%	x
COc1ccc(S(=O)(=O)N2CCC(C(=O)N3CCCCCC3)CC2)cc1	8%	-8%	-7%
Cc1cc(=O)oc2cc(NC(=O)c3ccccc3OC(F)F)ccc12	u	0%	x
O=C(Nc1nnc(-c2ccccc2Cl)o1)c1ccco1	-3%	-4%	7%
COc1ccc(-c2cc(C(=O)N3CCCC(C(F)(F)F)C3)c3ccccc3n2)cc1OC (stereo not given)	-6%	-17%	-5%[0.505 µM]
CC1CCN(CC(=O)Nc2ccc(S(=O)(=O)N3CCC(C)CC3)cc2)CC1	-18%	-8%	x
O=C(C1CCCCC1)N1CCC(CO)(Cc2ccccc2Cl)CC1	-2%	-2%	5%
Cn1nnnc1SCC(=O)N1N=C(c2ccc(Cl)cc2)CC1c1ccco1 (stereo not given)	x	12%	3%
Cc1ccc(S(=O)(=O)NNc2ccccc2)cc1	x	0%	13%
CCOC(=O)C1CCCN(C(=O)c2cccc(S(=O)(=O)N3CCOCC3)c2)C1 (stereo not given)	1%	-10%	2%

Source: PubChem
